# Source: PubChem BioAssay
# BRCA1 expr up: BRCA1 expression activation | MCF7-BRCA1-FFLuc reporter, luminescence, 48 h; response scale: scaled: vehicle 0%, 10 µM genistein 100% | Potency, µM (series often up to 46.1 µM), for inactives: at the top dose activation, hits mostly activators | 380,000 tested, 1.1% active | AID 624202; active = well fitted activation curve with a large enough effect; inconclusive = small, poorly fitted or top-dose-only effect; inactive = no such curve, though single readings can be large or run the other way; note: nearly all actives have a fitted effect of over 80% in size; some results filed as inactive show a strong effect at the top dose
#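 First, MCF7-BRCA1-FFLuc cells (2000/well) attach for 2 h; next, compounds are pin-added and incubated 48 h at 37 °C; finally, luciferase reagent is added and luminescence read after 15 min.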
# * = called active by the depositor; u = inconclusive. Potency is the fitted concentration of half-maximal effect. Only part of the results is shown. The share of hits here may be higher or lower than overall.
SMILES,BRCA1 expr up
CSC1=Nc2sc3c(c2C2=NCCN12)CC(C)(C)OC3,-5%
CCCCCCCCN1[C@@H](CC(C)=O)c2cc(C(F)(F)F)ccc2S1(=O)=O,-15%
CC1Cc2[nH]c(=S)[nH]c(=O)c2C(c2ccc(C(C)C)cc2)O1 (stereo unspecified),12%
Cc1ccc(S(=O)(=O)N2CCN(c3nc(-n4ccnc4)nc4ccccc34)CC2)cc1,30%
O=C(O)c1ccccc1C(=O)Nc1ccc(Nc2ccccc2)cc1,-2%
O=C(O)C(c1ccccc1)c1ccccc1,4%
CN(C)CCN(Cc1ccccc1)C(=O)c1[nH]c(C(F)(F)F)nc1-c1ccccc1,-2%
O=C1NC(Cc2ccccc2)c2nc3ccc(F)cc3c(=O)n2-c2cc3ccccc3cc21 (stereo unspecified),-49%
CC1(C(=O)NS(=O)(=O)c2cccc(OC(F)F)c2)CCN1C(=O)C/C=C/c1ccccc1 (stereo unspecified),7%
Cc1ccc(NC(=O)Nc2nnc([C@@H]3C[C@H](O)[C@@H](CO)O3)s2)cc1,16%
CN(CC(=O)NCCc1ccc(S(N)(=O)=O)cc1)CC(=O)Nc1ccc(Cl)c(C(F)(F)F)c1,-50%
COc1ccc(S(=O)(=O)Nc2c(O)ccc3ccccc23)cc1OC,-53%
Nc1ncnn1Cc1ccccc1,-1%
O=C(CSc1nnc2ccc(-c3ccccn3)nn12)Nc1cccc(F)c1,-21%
O=C(OCCF)N1CCN(/[N+]([O-])=N/Oc2ccc([N+](=O)[O-])cc2[N+](=O)[O-])CC1,-71%
COC(=O)[C@@]1(Cc2ccc(OC)cc2)[C@H]2c3cc(C(=O)N4CCCC4)n(Cc4ccccc4)c3C[C@H]2CN1C(=O)c1ccccc1,0%
CC(=O)c1cc2c(cc1F)C(C)(C)CCC2(C)C,-3%
C=C1[C@H]2O[C@H]2[C@@H](OC(C)=O)[C@@]2(C)[C@@H](OC(C)=O)C[C@@H](OC(C)=O)[C@@](C)(O)[C@@H]2[C@@H](OC(C)=O)[C@@]2(O)[C@@H](C)C(=O)O[C@H]2[C@H]1Cl,-1%
O=C(OCc1ccccc1)N1CCC2CC1c1cc(N3CCN(S(=O)(=O)c4cc(Cl)cc(Cl)c4)CC3)ccc12 (stereo unspecified),15%
CCOC(=O)C(CC)(CC)C(=O)/C=C/c1cccc(Br)c1,-79%
CCCCNc1nc2c(c(=O)[nH]c(=O)n2C)n1CCCc1ccccc1,-6%
Cc1ccc(SCC(=O)Nc2cccnc2)cc1,1%
O=C(OCc1cn([C@H]2CN(C(=O)C3CCCCC3)[C@@H](c3ccc(Cl)cc3)C[C@@H]2O)nn1)c1ccccc1,-17%
CCOC(=O)[C@]12CCC=C1N(Cc1ccc(Cl)cc1Cl)C(=O)[C@H](CC(=O)N1CCCC1)C2,0%
CN1OC[C@@H]2CN(Cc3ccc(Cl)cc3)[C@H](c3ccc(N4CCCCC4)cc3)C[C@@H]21,-17%
O=C(Nc1cc(Cl)ccc1C(=O)O)c1ccc(CN2C(=O)c3ccccc3C2=O)cc1,-14%
CCOC(=O)c1cc2c(c(-c3ccccc3)n1)[C@H](CCO)N(S(=O)(=O)C(C)(C)C)C2,6%
O=C(NC1CCCCCC1)c1[nH]c(C(F)(F)F)nc1-c1ccccc1,-51%
CC(C)[C@@H]1CC2=C(C(=O)OC(C)(C)O2)[C@H](CCc2ccccc2)O1,-8%
O=C(OCC1OC(n2ccc(=O)[nH]c2=O)C2OC12)c1ccccc1 (stereo unspecified),-6%
CC(=O)NC[C@H]1O[C@@H](n2ccc(N)nc2=O)[C@H](O)[C@@H]1O,26%
Cc1cccc(COC[C@H](Cc2ccccc2)N2CCN(C(=O)c3ccc(Cl)c(Cl)c3)CCC2=O)c1,-26%
CN(C)c1ncnc2c1ncn2[C@H]1CN(Cc2ccc(-c3ccccc3)cc2)C[C@@H](CO)O1,-3%
Cc1ccccc1NC(=O)c1nc(S(=O)(=O)Cc2ccccc2F)ncc1Cl,0%
C(=C\c1ccccc1)/CN1CCN(C(c2cc3ccccc3o2)c2nnnn2-c2ccc3c(c2)OCCO3)CC1 (stereo unspecified),-13%
COc1ccc([C@H]2N[C@]3(CCCN(CC4CCCCC4)C3=O)[C@H]3C(=O)N(Cc4ccccc4)C(=O)[C@@H]23)cc1,-5%
OC1C(Br)=Cc2ccccc21 (stereo unspecified),11%
COc1cccc(CN2CC(C(=O)NCCc3cn4cccnc4n3)CCC2=O)c1 (stereo unspecified),3%
CC(=O)Nc1ccc2c(c1)[nH]c(=O)c1ccccc12,9%
O=C1C=C(c2ccccc2)C(c2ccccc2)C1 (stereo unspecified),-24%
Clc1cccc(CNc2ccn3nc(-c4ccco4)cc3n2)c1,44%
COc1cccc(NC(=O)COc2ccccc2C(=O)Nc2ccccc2)c1,21%
CCOc1cc2c(cc1OCC)C(c1ccc(O)c(OC)c1)NCC2 (stereo unspecified),43%
COc1ccc(/C=C(/NC(=O)c2ccc(Br)o2)C(=O)Nc2cccc(C(=O)O)c2)cc1,3%
O=C(CC(=O)c1ccccn1)c1ccccc1,u
COCCn1c(SCC(=O)Nc2nc3ccccc3s2)nnc1-c1ccoc1C,1%
Cc1ccc(Cc2c(-c3ccc(C#N)cc3)nc3ccc(Cl)cn23)cc1,0%
CN(CC(=O)Nc1cc(Cl)ccc1-n1cncn1)Cc1ccccc1N1CCOCC1,-39%
O=S1(=O)c2c(Oc3cccc4ccccc34)cccc2OC(COCc2ccccc2)CN1C1CCCC1 (stereo unspecified),-3%
Nc1nc(-c2ccccc2)c(CCCOc2ccc(NC(=O)CBr)cc2)c(=O)[nH]1,-17%
CC1(c2nnnn2Cc2ccccc2)CCC(=O)N1CCc1c[nH]c2ccccc12 (stereo unspecified),-2%
CCOC(=O)c1cnc(N)nc1-c1ccccc1,-5%
CC(=O)Nc1cccc(-c2cc(NC=O)c3ncc(-c4ccc(F)c(Cl)c4)n3c2)c1,-62%
CC(=O)N(CC#CCN(C(C)=O)c1ccccc1)c1ccccc1,5%
Cn1c(CCC(=O)Nc2ccc(S(C)(=O)=O)cc2)nc2cc(S(=O)(=O)N3CCOCC3)ccc21,16%
NS(=O)(=O)c1ccc(NC(=O)c2nc(S(=O)(=O)Cc3ccccc3F)ncc2Cl)cc1,17%
C[C@@H]1CN([C@@H](C)CO)S(=O)(=O)c2ccc(Br)cc2O[C@H]1CN(C)Cc1ccccc1F,-17%
Cc1cnc(CNC(=O)c2csc([C@@H]3O[C@H](CO)[C@H](O)[C@H](O)[C@H]3O)n2)cn1,-6%
Cc1cc(F)ccc1-c1cc(C(=O)NC(C)C)[nH]n1,87%
CCCCn1c(N)c(N(C(=O)CSc2nnnn2-c2ccc(C)cc2)C2CCCC2)c(=O)[nH]c1=O,-18%

# Further records follow:
SMILES,BRCA1 expr up
COc1cc(Cl)ccc1OC1(C)CCN(Cc2ccc3ccccc3c2)C1 (stereo unspecified),7%
CCCCn1nnnc1C(c1ccccc1)N1CCN(c2ccccn2)CC1 (stereo unspecified),-9%
CCOC(=O)c1cc(C)nnc1C(=O)OCC,-3%
CC(=O)C1=CCC(c2ccccc2)N(S(=O)(=O)c2cccc(C)c2)C1 (stereo unspecified),1%
c1ccc2nc(N3CCOCC3)c(N3CCCC3)nc2c1,-10%
C[C@@H]1CN([C@@H](C)CO)C(=O)CCCn2nncc2CO[C@@H]1CN(C)S(=O)(=O)c1cccs1,23%
O=C(NCCc1ccccc1)c1c[nH]c2ccccc2c1=O,56%
CCOC(=O)c1cccc(NC(=O)c2c(NCc3ccccc3)[nH]c(=O)[nH]c2=O)c1,-23%
Cn1c(=O)c2cc(NC(=O)CCc3cccc(Cl)c3)ccc2n1Cc1cccc(C(F)(F)F)c1,18%
COc1ccc(CN2CCNC(=O)C2CC(=O)N(C)C2CCOCC2)cc1OC (stereo unspecified),5%
CCOC(=O)[C@]12CCCC=C1N(Cc1ccco1)C(=O)[C@H](CC(=O)N1CCSCC1)C2,8%
CCCNC(=O)C1(C)CCCN(C(=O)c2ccccc2OC(F)(F)F)C1 (stereo unspecified),14%
Cc1cc2nc(C3CCCCC3)c(Cc3ccccc3C(F)(F)F)n2c(C)c1Br,8%
CN(C)Cc1csc(NC(=O)Nc2ccccc2Oc2ccccc2)n1,-39%
COCCNC(=O)C1CCCN(C(=O)c2cccnc2Oc2ccccc2)CC1 (stereo unspecified),5%
COc1ccc(CN2C(=O)C(CC(=O)NC3CCCC3)CC(C(=O)N(C(C)C)C(C)C)=C2C)cc1 (stereo unspecified),0%
Cc1ccc(S(=O)(=O)N(C)C[C@H]2Oc3cc(Br)ccc3S(=O)(=O)N([C@H](C)CO)C[C@@H]2C)cc1,38%
O=C(Nc1cccc(S(=O)(=O)N2CCOCC2)c1)c1cc(S(=O)(=O)N2CCOCC2)c(Cl)cc1Cl,-34%
Nc1nc(N)c2snnc2n1,16%
COc1cccc2oc(CCc3ccccc3)cc(=O)c12,101%
COC1=CC(=NCl)C=CC1=NCl,-19%
O=C(Nc1ccc(F)c(Cl)c1)C1CCCC1,0%
CN(C)S(=O)(=O)c1ccc(/C(O)=C2/C(=O)C(=O)N(CCN3CCCCC3)C2c2cccnc2)cc1 (stereo unspecified),12%
COC(=O)c1ccc(COc2cccn3c(N(C)C(=O)CCC4CCCC4)c(C)nc23)cc1,-41%
O=S(=O)(c1ccc(NC(=S)N2CCCCC2)cc1)N1CCCCC1,-11%
CN(C)/[N+]([O-])=N/Oc1cc(F)c([N+](=O)[O-])cc1[N+](=O)[O-],-4%
CCN(CC)C(=O)C1=C(C)N(CCC2=CCCCC2)C(=O)C(CC(=O)NCCCCc2ccccc2)C1 (stereo unspecified),-7%
Cn1c(=O)c2c(ncn2CC(=O)OCC(=O)c2ccc(Br)cc2)n(C)c1=O,16%
CCCCN(C(=O)c1cccc(S(=O)(=O)N(C)c2ccc(C)cc2)c1)c1c(N)n(CC(C)C)c(=O)[nH]c1=O,2%
COc1ccc(NC(=O)N(C)C[C@@H]2OCc3cn(nn3)CCCC(=O)N([C@H](C)CO)C[C@H]2C)c(OC)c1,11%

# Among those listed so far, these contain a thiophene ring, fused or not:
SMILES,BRCA1 expr up
CSC1=Nc2sc3c(c2C2=NCCN12)CC(C)(C)OC3,-5%
C[C@@H]1CN([C@@H](C)CO)C(=O)CCCn2nncc2CO[C@@H]1CN(C)S(=O)(=O)c1cccs1,23%

# Some of the entries above, reformatted:
> CCCCCCCCN1[C@@H](CC(C)=O)c2cc(C(F)(F)F)ccc2S1(=O)=O
  BRCA1 expr up = -15%

> CN(C)/[N+]([O-])=N/Oc1cc(F)c([N+](=O)[O-])cc1[N+](=O)[O-]
  BRCA1 expr up = -4%

> CN1OC[C@@H]2CN(Cc3ccc(Cl)cc3)[C@H](c3ccc(N4CCCCC4)cc3)C[C@@H]21
  BRCA1 expr up = -17%

> C[C@@H]1CN([C@@H](C)CO)S(=O)(=O)c2ccc(Br)cc2O[C@H]1CN(C)Cc1ccccc1F
  BRCA1 expr up = -17%

# (next part)
SMILES,BRCA1 expr up
Cc1ccc(S(=O)(=O)NCc2nnnn2-c2ccc(F)cc2)cc1,-6%
CC(C)Oc1cccc(NC(=O)C2(C)CCN2C(=O)C(C)C)c1 (stereo unspecified),12%
O=C(Cc1cccc(F)c1)N1CCOCC1,-10%
COc1cc(C(=O)N2CCC2(C)C(=O)O)cc(OC)c1OC (stereo unspecified),-3%
COc1ccc(Nc2c(-c3cc4ccccc4o3)nc3nc(C)cc(C)n23)cc1,-2%
COc1ccc(-c2ccc(CN3C(CC(C)C)C(=O)N(Cc4cn(Cc5ccco5)nn4)CCS3(=O)=O)cc2)cc1 (stereo unspecified),-53%
O=S1(=O)N[C@@H](Cc2ccccc2)COc2cccc(N3CCSCC3)c21,-8%
COc1ccc(CNCCCNCc2ccc(OC)c(OC)c2)cc1OC,-23%
O=C(NNC(=O)c1ccccc1F)c1ccc(-c2ccccc2Cl)o1,88%
CCOc1cc2c(cc1O)C(=NOC)CC1C2CCC2(C)C(O)CCC12 (stereo unspecified),-80%
Cc1nn(-c2ccccc2)nc1C(=O)Nc1cccc(C(=O)NC2CC2)c1,-34%
COc1ccc2cc(C3=CCCC3(C)C(=O)O)ccc2c1 (stereo unspecified),87%
Cn1c2ccccc2c(=O)c2ccc(Cl)cc21,14µM*
C=CCSc1nc(N)c(NC(=O)c2ccco2)c(=O)[nH]1,19%
COc1ccc(F)cc1-c1cc(C(=O)Nc2ccc(NC(C)=O)cc2)[nH]n1,12%
CCOc1cc(N2CCOCC2)c(OCC)cc1NC(=O)C(NC(=O)c1c(F)cccc1F)C(C)C (stereo unspecified),-26%
COc1cc(C2=CCN(C(C)=O)CC2)ccc1OC(C)=O,-14%
O=C(OCc1ccccc1)N1C[C@H](O)[C@H](O)C[C@@H]1c1c(Cl)cccc1Br,-7%
Cc1cc(C)cc(C(=O)N2CCCCC2)c1,5%
CN(Cc1ccccc1)C(=O)COC(=O)c1c[nH]c2ccccc12,10µM*
Cc1ccccc1-c1cc2nc(NCCOc3ccccc3)n(C)c(=O)c2s1,31%
CCC(C)Sc1cc(-c2nc3ccc(C)cn3c2NCc2ccccc2)ccc1OC (stereo unspecified),-95%
Nc1ccc2c(c1)[nH]c(=O)c1cc(N)ccc12,18%
